Bim-Bcl-XL = inhibitors of Bim-Bcl-XL interaction, human. Q07817. 190,000 compounds, 0.04% hits. inhibition, % at 10 µM. Bim peptide-Bcl-XL binding, bead flow cytometry, fluorescence
Target sequence (Q07817 whole entry, looked up): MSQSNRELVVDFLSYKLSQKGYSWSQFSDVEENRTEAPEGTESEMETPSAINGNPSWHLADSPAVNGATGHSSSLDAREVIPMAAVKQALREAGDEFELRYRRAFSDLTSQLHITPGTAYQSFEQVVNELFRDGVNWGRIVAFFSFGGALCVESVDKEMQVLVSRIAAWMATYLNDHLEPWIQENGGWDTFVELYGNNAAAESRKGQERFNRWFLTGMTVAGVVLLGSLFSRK
Bim-Mcl-1 = disrupts Bim peptide binding to human Mcl-1. Q07820. Bead-based flow cytometry, Bim peptide-Mcl-1 binding. inhibition, % at 10 µM. 190,000 compounds, 0.1% hits;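 note: 0% = no compound tracer wells and 100% = peptide blocker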
RGS7-Gao = human RGS7-Galphao interaction regulation | Multiplexed bead flow cytometry, RGS7-Galphao binding; actives lie on both sides | binding response (% of control), % at 10 µM | 220,000 compounds, 0.35% hits | AID 1439; in the data active = binding response below about 49% or above about 150%; inconclusive = no clear call, values can overlap the other calls; inactive = in between;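 note: fluorescent Galphao held in activated GDP-AlF4 state binding bead-coupled RGS7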
Bcl-B Bim block = inhibitors of Bim-Bcl-B interaction, human. 190,000 compounds, 0.073% hits. bead-based flow cytometry, Bim peptide-Bcl-B binding. Q9HD36. AID 951. inhibition, % at 10 µM;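 note: 0% = tracer peptide without compound and 100% = reference inhibitor peptide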
Bim-Bcl-W = disrupts Bim peptide binding to human Bcl-W | bead-based flow cytometry | inhibition, % at 10 µM | 190,000 compounds, 0.02% hits | AID 952;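 note: 0% = bound tracer without compound and 100% = peptide blocker; higher means less fluorescent Bim peptide bound to Bcl-W beads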
Mcl1-Noxa inh = Mcl-1/Noxa interaction inhibition. Q07820. 220,000 compounds, 1.5% hits. inhibition, % at 21.7 µM. TR-FRET Mcl-1/Noxa peptide binding, 2 h;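 active = compounds that cut the protein-peptide binding signal by more than 50% relative to plate controls in a single-dose test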;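 note: His-tagged Mcl-1 with rhodamine Noxa BH3 peptide and terbium anti-His antibody; 0% = Mcl-1 plus Noxa peptide wells and 100% = peptide-only wells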
Bfl-1 Bim block = inhibitors of Bim-Bfl-1 interaction, human; Q16548; Bead-based flow cytometry, Bim-Bfl-1 binding inhibition; inhibition, % at 10 µM; 190,000 compounds, 0.12% hits;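 note: 0% = wells without compound plus tracer and 100% = blocker peptide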
Bim-Bcl-2 = inhibitors of Bim-Bcl-2 interaction, human | inhibition, % at 10 µM | Bead-based flow cytometry, Bim peptide-Bcl-2 binding | P10415 | 190,000 compounds, 0.06% hits; in the data active = inhibition above about 40%; inconclusive = no clear call, values can overlap the other calls;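 note: 0% = no compound wells with probe peptide and 100% = reference peptide inhibitor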
Target sequence (P10415 whole entry, looked up): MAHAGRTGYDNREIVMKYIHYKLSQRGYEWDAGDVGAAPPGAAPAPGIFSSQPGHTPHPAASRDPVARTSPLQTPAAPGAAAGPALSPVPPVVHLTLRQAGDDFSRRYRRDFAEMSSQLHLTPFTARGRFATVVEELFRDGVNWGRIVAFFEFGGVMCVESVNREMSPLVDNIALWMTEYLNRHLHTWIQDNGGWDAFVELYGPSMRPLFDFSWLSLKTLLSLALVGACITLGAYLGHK
RGS4-Gao reg = modulates binding of RGS4 to human Galphao; P09471; Multiplexed bead flow cytometry; actives lie on both sides; binding response (% of control), % at 10 µM; 220,000 compounds, 0.33% hits; in the data active = binding response below about 49% or above about 150%; inactive = in between;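 note: fluorescent Galphao activated with aluminum fluoride binding bead-coupled RGS4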
RGS8-Gao reg = modulates binding of RGS8 to human Galphao; multiplexed bead flow cytometry; actives lie on both sides; response (percent of control binding), % at 10 µM; 220,000 compounds, 0.34% hits; AID 1423; in the data active = response below about 60% or above about 140%; inactive = in between;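 note: Galphao activated as the GDP aluminium fluoride complex binding bead-coupled RGS8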
Mcl1 Bid PPI = disrupts binding of human Mcl-1 to Bid peptide | Q07820 | TR-FRET Mcl-1/Bid-Dy647 peptide binding, 1536-well | inhibition, % at 21.7 µM | 220,000 compounds, 0.97% hits | AID 1021;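 active = compounds that cut the binding signal by more than half at the single screening dose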;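 note: His-tagged Mcl-1 with europium anti-His antibody binding Bid BH3 peptide; 0% = Mcl-1 plus peptide wells and 100% = peptide-only wells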
* = called active by the depositor; u = inconclusive; x = not tested or not shown. Cut-off read from the data, not from the text of the source, unless noted: active = inhibition above about 40%. An unsorted share of the library; 2.7% or so of the library scored in one or more.

molecule	Bim-Bcl-XL	Bim-Mcl-1	RGS7-Gao	Bcl-B Bim block	Bim-Bcl-W	Mcl1-Noxa inh	Bfl-1 Bim block	Bim-Bcl-2	RGS4-Gao reg	RGS8-Gao reg	Mcl1 Bid PPI
CC(=O)N(C1=C(O)c2ccccc2C(=O)C1=O)C1CCCCC1	-5	0	104	-2	-4	15	0	-3	104	117	-5
Cc1c(Cl)cccc1N=c1c([N+](=O)[O-])nn(-c2ccccc2)n1O	0	1	113	-3	3	7	4	-3	115	108	-23
COc1ccccc1OC(=O)c1ccc(S(=O)(=O)N(C)C)cc1	-11	-2	100	-8	2	20	-8	-6	99	98	3
COc1ccccc1N(CC(=O)NCc1ccccc1)S(C)(=O)=O	14	-2	99	-8	1	-12	-11	-6	100	98	-22
COc1ccc(NC(=O)c2cc(-c3ccc(C)o3)nc3ccccc23)cc1OC	8	4	98	2	12	64*	38	6	98	97	26
CC(=O)NC(=S)Nc1ccc(S(=O)(=O)Nc2ncccn2)cc1	x	x	u	x	x	-1	x	x	95	101	-22
CC1=CC(=C(C#N)C#N)C=C(C)N1CCC(C)C	-1	0	u	-2	-1	-9	-3	0	94	96	-32
CO/N=C/C(C(C)=O)C(=O)Nc1ccc(Cl)cc1Cl (centres undefined)	0	-1	100	0	4	21	-2	1	101	101	0
COc1ccc(-c2ncccc2OC(=O)C23CC4CC(CC(C4)C2)C3)cc1OC	-2	-4	103	-3	-3	16	-7	-12	101	100	15
CSc1nsc(SC)c1C(=O)O	-2	-5	99	-13	-3	13	-8	-6	101	104	0
CCOc1cc(S(=O)(=O)NCc2ccncc2)c(C)cc1C	3	3	97	-2	1	17	-4	-2	93	98	-38
Cc1noc(C)c1C(=O)OCC(=O)NC(c1ccccc1)c1ccccc1	-1	0	105	-1	2	8	-12	-5	101	101	-21
COc1cccc(NC(=O)c2ccc(NC(=O)C(C)(C)C)cc2)c1	-6	-5	102	-7	-7	-3	-2	-3	99	101	-20
CCN(CC)C(=O)C1CCCN(C(=O)Nc2ccc3nsnc3c2)C1 (centres undefined)	1	0	102	2	-2	14	2	-4	102	102	8
Cn1c(=O)c2c(ncn2CC(=O)N2CCN(C(=O)c3ccco3)CC2)n(C)c1=O	-3	0	u	-1	0	13	-2	-2	103	100	-14
CC(C)(C)c1ccc(C(=O)/C(C#N)=C/c2cccs2)cc1	x	x	u	x	x	-6	x	x	103	100	4
Cc1ccc(S(=O)(=O)N/N=C/c2cccc3nccnc23)cc1	x	x	u	x	x	7	x	x	99	102	-34
CCCn1cnc2c(cnn2-c2ccc(F)cc2)c1=O	-6	0	98	-8	-3	-7	-11	-9	100	102	-7
O=C(Nc1ccc2c(c1)CCC2)c1ccc(F)c(S(=O)(=O)N2CCOCC2)c1	-5	-2	100	-8	-2	7	-4	-8	101	100	-38
O=C(O)C1CCCCC1C(=O)Nc1cc(Cl)ccc1Cl (centres undefined)	0	1	49*	2	1	9	-2	1	87	59*	-11
CC(OC(=O)C(NC(=O)c1ccco1)C(C)C)C(=O)Nc1ncc(Cl)cc1Cl (centres undefined)	-3	-4	101	-3	0	2	0	-1	102	103	-26

Three compounds out of the list, ordered by length of the SMILES, highest first.
molecule	Bim-Bcl-XL	Bim-Mcl-1	RGS7-Gao	Bcl-B Bim block	Bim-Bcl-W	Mcl1-Noxa inh	Bfl-1 Bim block	Bim-Bcl-2	RGS4-Gao reg	RGS8-Gao reg	Mcl1 Bid PPI
CC(OC(=O)C(NC(=O)c1ccco1)C(C)C)C(=O)Nc1ncc(Cl)cc1Cl (centres undefined)	-3	-4	101	-3	0	2	0	-1	102	103	-26
CC(C)(C)c1ccc(C(=O)/C(C#N)=C/c2cccs2)cc1	x	x	u	x	x	-6	x	x	103	100	4
O=C(O)C1CCCCC1C(=O)Nc1cc(Cl)ccc1Cl (centres undefined)	0	1	49*	2	1	9	-2	1	87	59*	-11

Of the compounds above, these contain four or more nitrogen atoms.
molecule	Bim-Bcl-XL	Bim-Mcl-1	RGS7-Gao	Bcl-B Bim block	Bim-Bcl-W	Mcl1-Noxa inh	Bfl-1 Bim block	Bim-Bcl-2	RGS4-Gao reg	RGS8-Gao reg	Mcl1 Bid PPI
Cc1c(Cl)cccc1N=c1c([N+](=O)[O-])nn(-c2ccccc2)n1O	0	1	113	-3	3	7	4	-3	115	108	-23
CC(=O)NC(=S)Nc1ccc(S(=O)(=O)Nc2ncccn2)cc1	x	x	u	x	x	-1	x	x	95	101	-22
CCN(CC)C(=O)C1CCCN(C(=O)Nc2ccc3nsnc3c2)C1 (centres undefined)	1	0	102	2	-2	14	2	-4	102	102	8
Cn1c(=O)c2c(ncn2CC(=O)N2CCN(C(=O)c3ccco3)CC2)n(C)c1=O	-3	0	u	-1	0	13	-2	-2	103	100	-14
Cc1ccc(S(=O)(=O)N/N=C/c2cccc3nccnc23)cc1	x	x	u	x	x	7	x	x	99	102	-34
CCCn1cnc2c(cnn2-c2ccc(F)cc2)c1=O	-6	0	98	-8	-3	-7	-11	-9	100	102	-7

High-throughput results from PubChem.
